# NTMT1 inhibitor – blocks human N-terminal methyltransferase 1 activity; AID 1645870; Q9BV86; Potency, µM (series often up to 114 µM), for inactives: at the highest dose activity change, negative = inhibition, usual class: inhibitors; actives 2.5% (n = 59,000); NTMT1 MTase-Glo SAH luminescence, purified enzyme;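 further: potency means the concentration at half of the fitted maximal effect; plate controls were DMSO vehicle for no effect and no enzyme for full effect; nearly all actives have a fitted effect of over 65% in size; many of its hits are not listed in these tables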
# Target sequence (Q9BV86 whole entry, looked up): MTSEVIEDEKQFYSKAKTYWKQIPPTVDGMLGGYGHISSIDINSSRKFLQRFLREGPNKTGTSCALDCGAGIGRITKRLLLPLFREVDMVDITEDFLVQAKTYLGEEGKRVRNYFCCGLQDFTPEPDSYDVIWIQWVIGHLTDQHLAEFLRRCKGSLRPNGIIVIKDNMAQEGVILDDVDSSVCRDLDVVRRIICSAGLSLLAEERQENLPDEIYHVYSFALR
# B2AR arrestin ag – ADRB2 beta-arrestin recruitment; P07550; HTLA Tango cells, beta-arrestin recruitment, luciferase luminescence, 18 h; Potency, µM (titrated, usually from 46.1 µM), inactives show at the top dose activation, most hits filed as activators; 44,000 tested, under 10 active; AID 1347077;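 further: potency means the concentration at half of the fitted maximal effect; 0% = DMSO and full agonism = EC100 isoproterenol or metaproterenol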
#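 Tango cell line, 1% FBS DMEM; cpd titration up to 46 microM; 18 hr, 37 degrees C, 5% CO2. Luciferin/ATP substrate mix added, 15 min RT, luminescence. %Activity, CRC fitting, curve-class categorization.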
# PTAP-TSG101 blk – TSG101-PTAP interaction inhibition, HIV-1 budding | 44,000 tested, under 10 active | Potency, µM (titrated, usually from 115 µM), inactives show top-dose activity change, negative = inhibition, actives largely listed as inhibitors | AID 1347069 | Fluorescence polarization, FITC-PTAP peptide/Tsg101, 20 min; further: potency means the concentration at half of the fitted maximal effect; 0% is about no effect
#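 Steps: Tsg101 binding domain (10 uM final) in HEPES pH 7.5/NaCl/Tween 20/EDTA/TCEP; add compound; add FITC-PTAP peptide (50 nM final); incubate 20 min r.t.; read polarization.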
# GALK inh – inhibitors of human galactokinase (GALK) | P51570 | recombinant GALK, Kinase-Glo ATP luminescence, 1 h | Potency, µM (doses to about 57.5 µM), without a hit: at the top dose activity, negative = inhibition, actives largely listed as inhibitors | 44,000 tested, under 10 active | AID 1347072;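 further: plate controls were full GALK reaction for no effect and reaction lacking GALK for full effect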
#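 Compounds were pinned into ATP buffer, then GALK-galactose mix was added (final 5 nM enzyme, 35 uM ATP, 100 uM galactose, pH 8.0). After 1 h at room temperature, Kinase-Glo Plus was added and luminescence read.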
# p53null 32C kill – p53 null cell cytotoxicity, permissive temperature. actives 0.62% (n = 55,000). Potency, µM (series often up to 46.1 µM), inactives show top-dose activity change, negative = cytotoxicity, most hits filed as cytotoxic. AID 903. H1299-neo p53 null cells, ATP luminescence, 24 h, 32C;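 further: potency means the concentration at half of the fitted maximal effect; 0% = DMSO only and -100% = full killing by 100 µM tamoxifen; nearly all actives have a fitted effect of over 55% in size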
#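 H1299-neo (p53-null) cells, 600/well, were pre-incubated overnight at 37C, then exposed to compounds at up to 46 uM for 24 hr at 32C. Viability was measured as ATP content by luminescence, and AC50 values came from Hill fits.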
# FH mod – Identification of activators of human fumarate hydratase by quantitative high-throughput screening | Potency, µM (top dose mostly 79.9 µM), inactives show top-dose activity change, negative = inhibition, most hits filed as inhibitors | AID 1347055, 2019 | actives 0.22% (n = 54,000) | Fumarate hydratase, mitochondrial (Homo sapiens), P07954 | FH coupled MDH/diaphorase resazurin fluorescence, 15 min; further: potency means the concentration at half of the fitted maximal effect; on the % scale 0 is the no-effect control and ±100 the full control effect; the screen sought activators but most active calls are inhibition curves; nearly all actives have a fitted effect of over 45% in size
# Target sequence (P07954 whole entry, looked up): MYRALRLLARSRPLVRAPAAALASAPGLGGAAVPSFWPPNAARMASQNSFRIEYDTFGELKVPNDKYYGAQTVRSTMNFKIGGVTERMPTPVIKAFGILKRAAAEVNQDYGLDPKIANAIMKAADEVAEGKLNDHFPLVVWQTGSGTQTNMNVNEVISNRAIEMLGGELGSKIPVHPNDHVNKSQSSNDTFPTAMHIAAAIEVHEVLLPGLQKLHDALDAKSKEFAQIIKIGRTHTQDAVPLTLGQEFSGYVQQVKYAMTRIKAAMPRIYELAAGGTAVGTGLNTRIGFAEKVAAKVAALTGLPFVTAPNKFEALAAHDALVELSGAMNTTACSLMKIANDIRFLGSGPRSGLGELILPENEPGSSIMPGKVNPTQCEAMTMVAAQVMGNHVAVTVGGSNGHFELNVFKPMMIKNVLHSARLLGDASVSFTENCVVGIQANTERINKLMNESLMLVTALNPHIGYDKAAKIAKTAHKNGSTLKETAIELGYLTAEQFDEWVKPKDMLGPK
# p53null 39C kill – p53 null cell cytotoxicity, nonpermissive temperature; H1299 p53-null (neo) cells, 39C, ATPlite viability, 24 h; Potency, µM (series often up to 46.1 µM), without a hit: at the top dose activity, negative = cell killing, most hits filed as cytotoxic; actives 0.97% (n = 55,000); AID 904;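 further: potency means the concentration at half of the fitted maximal effect; 0% = DMSO only and -100% = full killing by 100 µM tamoxifen; nearly all actives have a fitted effect of over 50% in size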
#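 ATP-luminescence viability readout (ATPlite, 20 min RT) after 24 hr compound treatment at 39C of H1299-neo or H1299-p53A138V cells; titration up to 46 uM; normalized to DMSO and 100 uM tamoxifen; Hill-fit AC50.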
# An asterisk follows results filed as active; u = inconclusive; x = not tested or not shown; [ ] = remark or other dose. The call rests on the fitted dose curve; in most records, active means well fitted curve in the direction sought with a large enough effect; inconclusive means small, poorly fitted or top-dose-only effect, or another doubt; inactive means no such curve, though single readings can be large; an effect the other way counts as inactive or inconclusive. These rows are one share of the data (hit frequency here may not be typical).
# Labels used below – A = NTMT1 inhibitor; B = B2AR arrestin ag; C = PTAP-TSG101 blk; D = GALK inh; E = p53null 32C kill; F = FH mod; G = p53null 39C kill
O=C(NCCN1CCN(c2ccccc2F)CC1)C1COc2ccccc2C1 (centres undefined)
  A: -5%	B: 0%	C: -2%	D: 0%	E: -4%	F: 1%	G: 3%
CCOc1ccc(C(c2c(C)[nH]n(-c3ccccc3)c2=O)c2c(C)[nH]n(-c3ccccc3)c2=O)cc1OC
  A: -23%	B: -1%	C: -2%	D: -2%	E: -4%	F: -8%	G: -1%
COc1ccc(CCNC(=O)c2ccc3c(c2)CCN3S(=O)(=O)c2ccccc2)cc1OC
  A: 1%	B: -2%	C: -3%	D: -2%	E: -7%	F: -16%	G: -14%
COc1ccc(C2C(C(N)=O)=C(C)Nc3nc(CCCO)nn32)c(OC)c1 (centres undefined)
  A: 4%	B: 1%	C: -3%	D: 3%	E: 2%	F: 3%	G: u
CCc1ccc(NC(=O)C(NS(=O)(=O)c2cccc3nsnc23)c2ccccc2)cc1 (centres undefined)
  A: 5%	B: 1%	C: -3%	D: 1%	E: 29%	F: u	G: 6%
Cc1ccc(NC(=O)CN2C(=O)C(C)(C)c3ccccc32)cc1
  A: 7%	B: u	C: -4%	D: -1%	E: 0%	F: -8%	G: 20%
Cc1ccc(CNCc2ccccc2)s1
  A: 8%	B: 1%	C: -4%	D: -1%	E: u	F: 2%	G: u
COc1ccc(C2=C(C)C(N3CCC(C(=O)NCc4ccco4)CC3)=NS2(=O)=O)cc1
  A: -9%	B: 3%	C: 1%	D: -1%	E: 11%	F: 4%	G: -6%
CC(C)(C)OC(=O)N1CCC(c2c(C(=O)N3CCN(C(=O)c4ccco4)CC3)cnn2-c2cccc(Cl)c2)CC1
  A: 5%	B: 0%	C: 1%	D: 0%	E: 5%	F: 0%	G: -4%
COc1ccccc1CNC(=O)CCn1c(=O)c2ccccc2n(CC(=O)Nc2ccc(Br)cc2F)c1=O
  A: u	B: -1%	C: 4%	D: 1%	E: -1%	F: 5%	G: u
CCCc1nn2c(=O)cc(COC(=O)c3cccc(NC(=O)CCc4ccccc4)c3)nc2s1
  A: 5%	B: -1%	C: 1%	D: 4%	E: 3%	F: -27%	G: -2%
CCN(CC)c1nc2c(S(=O)(=O)c3ccc(C)cc3)nnn2c2ccsc12
  A: 13%	B: 2%	C: 0%	D: 2%	E: 2%	F: -4%	G: -5%
Cc1ccc(OCc2ccc(-c3nc(C#N)c(N4CCC(C)CC4)o3)o2)cc1
  A: 0%	B: -2%	C: 1%	D: 6%	E: -10%	F: -10%	G: -14%
COc1ccc(OC)c(NC(=O)c2ccc3c(SCC(=O)O)c4c(nc3c2)CCCC4)c1
  A: 0%	B: -2%	C: 1%	D: -3%	E: -3%	F: -13%	G: -13%
CCOc1ccc(CCNC(=O)CCCn2c(=O)c3cccn3c3ccccc32)cc1
  A: u	B: 0%	C: 2%	D: 2%	E: 7%	F: -4%	G: 2%
CCOc1ccc(-c2nc(C#N)c(NCCCOC)o2)cc1
  A: -2%	B: 2%	C: 4%	D: 5%	E: -12%	F: -16%	G: 1%
O=C(CCn1c(=O)c2ccccc2n(CC(=O)Nc2cccc(F)c2)c1=O)NCCc1ccccc1
  A: 9%	B: 1%	C: 0%	D: -7%	E: 3%	F: -2%	G: 0%
CCOC(=O)Cc1ccc(NC(=O)NCc2cccn2Cc2ccccc2)cc1
  A: 13%	B: 1%	C: 0%	D: 1%	E: -6%	F: -2%	G: -3%
Cc1c(C(=O)Nc2ccc(F)cc2)sc2nc[nH]c(=O)c12
  A: -2%	B: 0%	C: 2%	D: 0%	E: 3%	F: -1%	G: 17%
Cc1cc(-n2c(SCc3ccccc3F)nc3[nH]ncc3c2=O)ccc1Cl
  A: -1%	B: u	C: -1%	D: -2%	E: 55%[activator]	F: u	G: 5%
COc1ccccc1CN1C(=O)CN(C2CCCCCC2)C(=O)C1c1ccc(C)cc1 (centres undefined)
  A: x	B: -1%	C: 1%	D: -5%	E: -1%	F: x	G: 13%
CC(C)(C)c1ccc(-c2noc(CCC(=O)Nc3cccc(Cl)c3)n2)cc1
  A: 2%	B: -1%	C: -7%	D: 8%	E: -29%	F: -6%	G: u
CCc1ccccc1NC(=O)Cn1nnc(-c2nc(-c3ccncc3)no2)c1N
  A: u	B: 0%	C: 2%	D: 4%	E: -3%	F: 3%	G: -17%
COc1ccccc1CNC(=O)c1oc2c(c1C)-c1nn(Cc3ccc(Cl)cc3)cc1CC2
  A: -21%	B: -1%	C: 1%	D: -4%	E: 20%	F: -14%	G: 11%
CCOc1cc(C(=O)NCc2ccc3c(c2)CCN3C(=O)c2ccc(F)cc2)cc(OCC)c1OCC
  A: -5%	B: -2%	C: 1%	D: 1%	E: 9%	F: -13%	G: 21%

# Only B2AR arrestin ag and GALK inh, for 4 of the compounds above:
molecule	B2AR arrestin ag	GALK inh
CCc1ccc(NC(=O)C(NS(=O)(=O)c2cccc3nsnc23)c2ccccc2)cc1 (centres undefined)	1%	1%
Cc1ccc(NC(=O)CN2C(=O)C(C)(C)c3ccccc32)cc1	u	-1%
Cc1ccc(CNCc2ccccc2)s1	1%	-1%
COc1ccc(C2=C(C)C(N3CCC(C(=O)NCc4ccco4)CC3)=NS2(=O)=O)cc1	3%	-1%

# Looked up above:
# COc1ccccc1CNC(=O)CCn1c(=O)c2ccccc2n(CC(=O)Nc2ccc(Br)cc2F)c1=O in PTAP-TSG101 blk: 4%
# CCOc1ccc(C(c2c(C)[nH]n(-c3ccccc3)c2=O)c2c(C)[nH]n(-c3ccccc3)c2=O)cc1OC in B2AR arrestin ag: -1%

# Next part.
# Labels used below – A = NTMT1 inhibitor; B = B2AR arrestin ag; C = PTAP-TSG101 blk; D = GALK inh; E = p53null 32C kill; F = FH mod; G = p53null 39C kill
CCc1ccccc1NC(=O)CSc1nc2ncccc2o1
  A: 1%	B: -1%	C: 0%	D: -2%	E: 9%	F: 3%	G: 15%
CCN(CCCNC(=O)Cn1ncc2c([nH]c3ccc(C)cc32)c1=O)Cc1ccccc1
  A: -3%	B: -1%	C: 1%	D: 1%	E: -2%	F: -4%	G: 2%
Cc1ccc(CNC(=O)C(=O)NCC(c2cccs2)S(=O)(=O)c2cccs2)cc1 (centres undefined)
  A: -7%	B: -1%	C: -3%	D: 2%	E: 6%	F: -14%	G: -2%
CC1=C(C(=O)N2CCN(c3ccccc3)CC2)C2(CCCCC2)OC1=O
  A: -1%	B: 1%	C: 0%	D: 1%	E: -1%	F: -6%	G: -9%
CCCN(CCC)CCNC(=O)CN1C(=O)COc2ccc(S(=O)(=O)N3CCC(C)CC3)cc21
  A: u	B: 1%	C: -3%	D: 8%	E: 1%	F: 0%	G: -15%
COc1cc(NC(=O)CN2C(=O)c3ccccc3Sc3ccc(C(=O)N4CCCC4)cc32)cc(OC)c1
  A: -22%	B: 8%	C: 4%	D: -2%	E: 19%	F: u	G: 5%
COc1ccc(OC)c(/C=C/c2nc3ccccc3c(=O)n2-c2ccc(F)c(Cl)c2)c1
  A: 6%	B: -1%	C: -2%	D: 2%	E: 0%	F: -1%	G: -13%
COc1ccc(-n2c(=O)c3c4c(sc3n(Cc3c(F)cccc3Cl)c2=O)CN(C(C)=O)CC4)cc1OC
  A: 6%	B: -2%	C: 3%	D: -4%	E: -6%	F: -5%	G: -9%
COc1ccc2c(c1)Cc1sc(NC(=O)c3cccc(C)c3)nc1-2
  A: u	B: -1%	C: 1%	D: 2%	E: 14%	F: -25%	G: -1%
Cc1ccc(-c2nc3ccccn3c2Nc2ccc3c(c2)OCCO3)o1
  A: 16µM*	B: 1%	C: 4%	D: 0%	E: -2%	F: -8%	G: -27%
CCOc1ccc(NCc2cccn2-c2nnc(N3CCC(C(=O)NCCc4ccc(OCC)c(OCC)c4)CC3)s2)cc1
  A: 16%	B: 1%	C: 3%	D: 0%	E: -5%	F: -15%	G: 11%
O=C(NCCc1ccc(Cl)cc1)c1cc(-c2ccc(Cl)cc2)n[nH]1
  A: 6%	B: 0%	C: 0%	D: -1%	E: -4%	F: -4%	G: u
CCc1nccn1S(=O)(=O)c1cc(Br)ccc1Br
  A: 17%	B: 0%	C: -7%	D: 7%	E: 1%	F: 8%	G: -11%
O=c1c2cc3c(cc2n(Cc2cccc(F)c2)c(=O)n1Cc1nc(-c2ccccc2)no1)OCO3
  A: -4%	B: 1%	C: -4%	D: 1%	E: -9%	F: 9%	G: -7%
COCc1cc(C)nc2c1C(=O)NC(c1ccc(C)cc1)N2Cc1ccccc1 (centres undefined)
  A: 10%	B: -1%	C: -1%	D: 0%	E: 0%	F: 4%	G: 41%[activator]
O=C(CCC(=O)N1CC2CCCN2c2ccccc21)NCc1ccccc1 (centres undefined)
  A: -3%	B: 0%	C: -3%	D: 0%	E: 0%	F: 5%	G: 4%
CCOc1ccc(NC(=O)CCSc2nc(-c3ccc4c(c3)OCO4)cc(C(F)(F)F)n2)cc1
  A: 7%	B: 1%	C: 0%	D: 4%	E: -8%	F: -3%	G: -22%
O=S(=O)(NCCc1csc2nc(-c3ccccc3)nn12)c1ccc(Oc2ccccc2)cc1
  A: 17%	B: -4%	C: 2%	D: -3%	E: 31%[activator]	F: u	G: 10%
COc1ccc(C(=O)Nc2ccccc2-c2nc(-c3ccc(OC)cc3)no2)cc1
  A: 2%	B: -2%	C: 2%	D: 3%	E: 0%	F: 7%	G: 3%
COc1ccc(C(=O)c2cn(CC(=O)Nc3cc(C)ccc3C)c3nc(C)ccc3c2=O)cc1
  A: u	B: 1%	C: 15%	D: 3%	E: 8%	F: -16%	G: 2%
COc1cccc(C(=O)c2c(N)c(-c3nc(-c4ccccc4)cs3)c3ccccn23)c1
  A: 6%	B: -2%	C: -4%	D: 8%	E: 6%	F: 17%	G: -7%
CCc1cccc(NC(=O)c2cn3c4c(ccc(Cl)c4c2=O)OC(C)C3)c1 (centres undefined)
  A: 2%	B: -1%	C: -4%	D: 2%	E: -8%	F: 5%	G: 7%
COc1cc(C2c3c(oc4cc(C)c(C)cc4c3=O)C(=O)N2CCCN2CCOCC2)ccc1O (centres undefined)
  A: -20%	B: -2%	C: -8%	D: 6%	E: -4%	F: -14%	G: -16%
CCC(=O)N1c2ccc(S(=O)(=O)CCC(=O)Nc3ccc(OC)cc3OC)cc2CC1C (centres undefined)
  A: -9%	B: 1%	C: -5%	D: 7%	E: 4%	F: -42%	G: 17%
CC(C)c1ccc(NC(=O)c2ccc(F)c(S(=O)(=O)N3CCCCCC3)c2)cc1
  A: 7%	B: 1%	C: -6%	D: 1%	E: -11%	F: 0%	G: -27%
Cc1ccc(Cn2ccnc2SCC(=O)Nc2ccc3c(c2)OCO3)cc1
  A: -9%	B: u	C: -4%	D: 0%	E: -4%	F: -19%	G: 1%

# High-throughput results deposited in PubChem BioAssay by National Center for Advancing Translational Sciences (NCATS).
